Compound activity from PubChem BioAssay.
Anthrax LF prot – blocks Bacillus anthracis lethal factor protease; P15917; multiplex microsphere protease cleavage assay, LF; inhibition, % at 10 µM; 0.12% of 360,000 active; AID 588501; note: plate controls were buffer without enzyme for full effect and enzyme alone for no effect
Target sequence (P15917 whole entry, looked up): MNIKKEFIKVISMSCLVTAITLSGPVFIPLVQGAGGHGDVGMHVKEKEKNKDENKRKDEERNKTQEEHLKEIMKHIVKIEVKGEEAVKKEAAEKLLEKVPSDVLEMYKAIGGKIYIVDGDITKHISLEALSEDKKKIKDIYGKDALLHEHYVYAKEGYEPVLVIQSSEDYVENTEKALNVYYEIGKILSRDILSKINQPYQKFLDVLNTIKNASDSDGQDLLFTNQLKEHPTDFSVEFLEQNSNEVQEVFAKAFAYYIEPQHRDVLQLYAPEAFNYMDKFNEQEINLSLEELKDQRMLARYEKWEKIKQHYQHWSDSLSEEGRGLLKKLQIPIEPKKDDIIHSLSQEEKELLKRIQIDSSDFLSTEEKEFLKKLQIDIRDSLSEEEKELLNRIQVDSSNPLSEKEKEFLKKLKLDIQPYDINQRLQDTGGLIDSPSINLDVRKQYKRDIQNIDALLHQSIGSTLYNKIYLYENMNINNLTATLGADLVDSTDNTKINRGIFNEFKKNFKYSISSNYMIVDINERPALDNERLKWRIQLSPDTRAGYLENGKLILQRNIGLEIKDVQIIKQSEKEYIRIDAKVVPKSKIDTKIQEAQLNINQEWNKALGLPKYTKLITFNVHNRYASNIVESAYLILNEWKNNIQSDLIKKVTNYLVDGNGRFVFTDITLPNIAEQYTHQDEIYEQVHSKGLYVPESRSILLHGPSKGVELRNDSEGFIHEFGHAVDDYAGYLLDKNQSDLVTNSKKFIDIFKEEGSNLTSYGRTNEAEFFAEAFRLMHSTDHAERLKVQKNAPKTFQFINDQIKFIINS
PfHsp40 yeast – restores yeast growth despite PfHsp40 toxicity | S. cerevisiae expressing PfHsp40, growth rescue, ATP luminescence | growth rescue, % at 12.5 µM | 0.68% of 340,000 active; in the data active = growth rescue above about 28%, passing the limit was not always enough;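 note: yeast W303a lacking pdr1 and pdr3 grown in galactose medium; growth measured after three days at 30 °C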
BoNT A protease – inhibitors of Botulinum neurotoxin A light chain protease | multiplex microsphere protease substrate cleavage, flow cytometry | inhibition, % at 10 µM | 0.17% of 360,000 active | AID 588499; note: plate controls were buffer without enzyme for full effect and enzyme alone for no effect
DUSP3 inh – DUSP3 (human) phosphatase inhibition. P51452. recombinant VHR phosphatase, pNPP absorbance. inhibition, % at 13.3 µM. 0.52% of 290,000 active; in the data active = inhibition above about 50%; note: some compounds called inactive have numbers as strong as hits
Target sequence (P51452 whole entry, looked up): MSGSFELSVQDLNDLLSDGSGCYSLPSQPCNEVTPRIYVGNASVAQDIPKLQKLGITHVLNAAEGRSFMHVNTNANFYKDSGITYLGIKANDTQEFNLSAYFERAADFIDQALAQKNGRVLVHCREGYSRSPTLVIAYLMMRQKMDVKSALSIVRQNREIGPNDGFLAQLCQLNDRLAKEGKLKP
TcdB GH inh – TcdB glycohydrolase inhibition. 0.24% of 350,000 active. AID 652162. TcdB glycohydrolase enzymatic assay, plate reader. inhibition, % at 9.99 µM; in the data active = inhibition above about 10%
Y pestis TopoI – inhibitors of Yersinia pestis topoisomerase I; Y. pestis Topo-I cleavage product accumulation, plate reader; activity, % at 10 µM; AID 504884; 0.064% of 360,000 active; in the data active = activity above about 50%, passing the limit was not always enough; note: inactives centre near 2
CCHF vOTU inh – blocks the CCHF virus ovarian tumor domain protease. CCHFV vOTU protease, Pep-AMC fluorescence. inhibition, % at 11.5 µM. 0.55% of 370,000 active; in the data active = inhibition above about 30%; note: 0% = vehicle wells with enzyme and 100% = no enzyme wells
Vc quorum ag – inducers of Vibrio cholerae quorum light production without autoinducers. V. cholerae BH1578 lux reporter, luminescence, 6 h. activation, % at 18.7 µM. 0.16% of 350,000 active. AID 588436; in the data active = activation mostly above about 9.7%, no sharp cut-off; note: not every result past the cut was called active; inactives centre near 0; reference of the scale not given here
SARS 3CLpro inh – SARS-CoV 3CLpro protease inhibition. recombinant SARS-CoV 3CLpro, quenched FRET peptide cleavage. inhibition, % at 6 µM. 0.14% of 290,000 active. AID 1706; in the data active = inhibition above about 12%
SSB-PriA inh – blocks PriA binding to SSB C-terminal tail; AlphaScreen SSBct-PriA binding, biotinylated peptide; inhibition, % at 33 µM; 0.6% of 430,000 active; in the data active = inhibition mostly above about 37%, no sharp cut-off; inactive = mostly below about 20%;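 note: plate controls were negative control peptide for no effect and reference peptide for full effect; strong numbers were not always called active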
* marks the source's active call; other numbers are inactive results; i = inactive; nt = no result given; & = joins results of further samples. Cut-off read from the data, not from the text of the source, unless noted: active = inhibition above about 30%; inconclusive = no clear call, values can overlap the other calls; inactive = below that.

No.	compound	Anthrax LF prot	PfHsp40 yeast	SARS 3CLpro inh	SSB-PriA inh	CCHF vOTU inh	Y pestis TopoI	TcdB GH inh	Vc quorum ag	DUSP3 inh	BoNT A protease
1	CC(=O)c1ccc(N/N=C2/CCCNC2=O)cc1	-8.0	-0.8	-3.7	nt	10.4	2.5	2.1	-0.6	4.3	-0.8
2	CCCN1C2=C(C(=O)CCC2)C(c2ccc(O)c(Br)c2)C2=C1CCCC2=O	-1.3	-1.6	2.5	1.4	-16.2	-9.4	nt	i	-4.8	1.1
3	COc1ccc(CN(C)c2ncnc3sccc23)c(OC)c1OC	2.9	0.1	6.9	-6.0	1.9	2.9	1.0	-0.1	-2.6	1.1
4	Cc1c(N=C2C(=O)Nc3ccccc32)c(=O)n(-c2ccccc2)n1C	-7.6	0.4	0.3	3.9	14.0	5.7	-4.9	-0.2	25.0	-0.9
5	Cn1cc(Cl)c(/C(N)=N/OC(=O)c2ccccc2C(F)(F)F)n1	-1.0	-1.0	-1.7	nt	9.5	12.8	0.3	i	14.5	0.2
6	NC(=O)CC(NC(=O)Cc1ccc(Br)cc1)c1ccc(NC2CCCCCCC2)c([N+](=O)[O-])c1 (stereo not given)	1.1	-1.4	nt	-12.0	9.2	10.2	0.7	-3.0	nt	-0.5
7	Cc1cc2oc(=O)cc(CN3CCN(Cc4ccccc4)CC3)c2cc1C	2.1	-1.3	6.4	-2.6	14.3	3.0	-0.4	i	8.6	0.6
8	CC1=CC2=NC(=O)/C(=C\c3cccn3CCOc3cc(C)cc(C)c3)C(=N)N2O1	-0.2	0.0	2.8	15.2	22.2	14.6	-0.4	-0.3	-0.2	-0.1
9	COCCNS(=O)(=O)c1ccc2c3c(cccc13)C(=O)N2C	-6.1	-1.0	-0.5	-17.5	-31.3	1.5	1.2	i	23.4	0.6
10	COC(=O)CC1C(=O)NCCN1C(=O)c1cc(OC)c(OC)cc1OC (stereo not given)	3.8	-1.5	-0.6	0.7	1.2	2.0	0.3	-0.6	21.0	0.5
11	CC(C)(O)P(C)(=O)c1ccccc1 (stereo not given)	-8.7	-0.9	-1.5	-5.4	-5.1	0.6	nt	i	4.2	0.2
12	Cc1cccc(CC(=O)NCCN2CCOCC2)c1	4.3	0.1	-3.9	-2.7	3.9	3.9	-0.3	-0.2	20.8	-3.6
13	Cc1nn(-c2ccccc2)c(=S)c2ccccc12	-2.8	-0.3	-3.5	-8.8	-0.3	-1.5	0.4	0.8	2.6	-0.1
14	COc1ccc(NC(=O)CSc2nnc(C3CCCCC3)o2)c(OC)c1	-1.8	0.3	1.2	-0.2	-10.3	-5.5	nt	i	-10.4	-0.2
15	CCOC(=O)c1[nH]c2ccc(OC)cc2c1NC(=S)N1CCN(c2ccccc2OC)CC1	-2.0	7.1	1.8	13.4	0.9	13.6	nt	-0.2	12.1	0.2

No.	compound	Anthrax LF prot	PfHsp40 yeast	SARS 3CLpro inh	SSB-PriA inh	CCHF vOTU inh	Y pestis TopoI	TcdB GH inh	Vc quorum ag	DUSP3 inh	BoNT A protease
16	O=C(O)CCNS(=O)(=O)c1ccccc1Br	-6.0	-0.6	8.4	-23.1	11.0	-7.6	0.9	-0.6	13.9	-0.6
17	N/C(Cc1cccs1)=N\OC(=O)COc1ccccc1Cl	-1.0	1.8	-2.2	nt	4.3	3.9	nt	0.6	30.9	0.0
18	Cc1cc(C)n(-c2nc(N(c3ccccc3)c3ccccc3)nc(-n3nc(C)cc3C)n2)n1	-1.6	-1.9	0.2	-14.6	nt	3.6	nt	0.9	31.2	-6.9
19	Cc1ccc(-c2nc(CS(=O)CC(=O)NCCN(CC(C)C)CC(C)C)c(C)o2)cc1 (stereo not given)	3.2	-0.7	1.4	-5.2	0.9	8.0	nt	nt	-15.7	1.3
20	CC(OC(=O)c1cccn1C)C(=O)Nc1ccc2c(c1)OCO2 (stereo not given)	-7.6	-2.0	2.3	-10.8	9.1	-0.8	1.3	-0.3	15.5	-1.1
21	Cc1cc(F)ccc1S(=O)(=O)Nc1ccccc1C(=O)N1CCCC1	-1.0	-1.3	nt	-10.3	-6.0	6.9	2.0	i	nt	7.3
22	CCOc1ccccc1N(CC(=O)N1CCc2ccccc2C1)S(C)(=O)=O	10.1	-0.9	0.6	-19.1	-12.1	4.6	0.1	-0.2	8.1	-1.5
23	Cn1c(Cn2c(=O)sc3ccccc32)nnc1SCc1ccc(F)cc1	-0.7	-1.1	0.4	-5.9	-5.7	11.1	1.1	-0.4	-11.8	-0.4
24	CC(OCC(O)CN1CCCCC1CCO)c1ccc(Cl)cc1 (stereo not given)	0.1	0.1	-5.6	-0.2	13.0	2.4	-0.6	i	2.2	-1.8
25	Cc1cc(C)n(CC(=O)NC2CCCc3c2cnn3-c2ccc(C)c(C)c2)n1 (stereo not given)	-2.1	1.5	-0.2	0.8	9.7	15.7	0.2	-0.1	14.2	-0.3
26	CC(C)COc1cccc(C(=O)Nc2ccc(CN3CCOCC3)cc2)c1	-11.4	-0.8	-7.3	0.8	10.5	9.5	1.1	-1.3	3.5	-0.8
27	COc1cc(C)c(N)cc1C(C)C	-6.4	-0.5	-1.3	13.5	13.0	-2.3	nt	-0.4	-5.0	0.5
28	C/C(=N\NC(=O)c1nonc1N)c1cccs1	0.7	0.1	-4.6	nt	11.3	1.8	-6.0	-0.2	25.2	0.7
29	CN(C)c1cccc(C(=O)NNC(=O)C23CC4CC(CC(C4)C2)C3)c1	14.3	-0.5	nt	8.4	5.3	-5.0	-0.3	i	nt	0.6
30	O=C(NCc1cccs1)C1CC(O)CN1C(=O)Nc1ccccc1 (stereo not given)	-0.4	-0.9	2.9	0.4	4.2	1.0	0.9	-0.5	31.7	-0.7

Complete entries from above. Order of values: Anthrax LF prot	PfHsp40 yeast	SARS 3CLpro inh	SSB-PriA inh	CCHF vOTU inh	Y pestis TopoI	TcdB GH inh	Vc quorum ag	DUSP3 inh	BoNT A protease
CN(C)c1cccc(C(=O)NNC(=O)C23CC4CC(CC(C4)C2)C3)c1 is entered as 14.3	-0.5	nt	8.4	5.3	-5.0	-0.3	i	nt	0.6
O=C(NCc1cccs1)C1CC(O)CN1C(=O)Nc1ccccc1 (stereo not given) is entered as -0.4	-0.9	2.9	0.4	4.2	1.0	0.9	-0.5	31.7	-0.7
CC(C)(O)P(C)(=O)c1ccccc1 (stereo not given) is entered as -8.7	-0.9	-1.5	-5.4	-5.1	0.6	nt	i	4.2	0.2
Cc1nn(-c2ccccc2)c(=S)c2ccccc12 is entered as -2.8	-0.3	-3.5	-8.8	-0.3	-1.5	0.4	0.8	2.6	-0.1

Next part
No.	compound	Anthrax LF prot	PfHsp40 yeast	SARS 3CLpro inh	SSB-PriA inh	CCHF vOTU inh	Y pestis TopoI	TcdB GH inh	Vc quorum ag	DUSP3 inh	BoNT A protease
31	CCc1cccc(CC)c1NC(=O)Cn1c(-c2ccc(F)cc2)noc1=O	-3.0	-0.7	-1.1	-9.7	-0.8	6.9	-0.2	-1.6	20.8	0.4
32	COc1ccc(C2CCCCC2SCC(=O)O)cc1OC (stereo not given)	0.1	nt	nt	nt	-21.1	-10.0	-0.3	-2.9	nt	-0.2
33	CC(=O)c1ccc(Nc2cc(C)nc3ncnn23)cc1	-4.1	-0.3	2.6	-4.7	-3.3	0.4	0.7	0.8	9.8	6.5
34	O=C(c1ccncc1)N1CCN(S(=O)(=O)c2ccc3ccccc3c2)CC1	-2.6	-0.9	-2.3	-26.8	-2.6	4.4	0.0	i	36.0	-2.6
35	Cc1ccc(S(=O)(=O)N2CCN(C(=O)CSc3ccccn3)CC2)c(C)c1	-0.4	0.4	nt	-3.7	-4.9	17.8	0.8	-1.2	nt	-3.2
36	Cc1cccc(OCc2nnc(SCC(=O)Nc3sc(C)c(C)c3C#N)n2C)c1	-8.0	5.6	-3.5	-8.3	6.3	35.5	nt	-9.1	37.9	0.3
37	CCCN1CCc2c(sc(NC(=O)Cc3ccc(F)cc3)c2C(N)=O)C1	1.0	0.1	2.3	5.0&0.1	-11.2	-1.6	-0.2	-0.5	14.2	-0.3
38	Cc1nc(C)c(-c2ccc(SCC(=O)Nc3cccc(Cl)c3)nn2)s1	-3.9	-0.5	1.0	-12.7	4.5	13.3	0.6	-0.6	37.7	2.1
39	COc1ccc(CN(C(=O)c2oc3ccccc3c2C)C2CCS(=O)(=O)C2)cc1 (stereo not given)	-1.5	-1.3	0.1	-11.6	7.7	25.6	nt	i	-4.7	-0.1
40	Cc1ccc(C)c(OCCC(=O)NCCc2ccc(Cl)cc2)c1	-2.1	2.8	1.6	-10.5	10.9	37.5	0.0	-0.2	7.4	-1.4
41	Cc1ccc(CN2CCN(Cc3cccc4c3OCO4)CC2CCO)cc1 (stereo not given)	5.3	0.7	1.2	2.7	5.5	10.6	-0.1	-0.8	12.9	-0.9
42	C/C(=N\NC(=O)c1nn(C)cc1Br)c1ccncc1	1.9	-0.5	0.1	nt	6.4	-2.2	nt	-0.3	5.1	0.5
43	COc1cc(S(=O)(=O)NC2CCCC2)ccc1Cl	-2.9	0.4	-2.2	5.8	2.1	-5.0	nt	i	9.9	0.1
44	CC1(C)CC(=O)C(CC(=O)N2CCC(Cc3ccccc3)CC2)C(=O)C1	7.3	0.1	0.9	-12.5	2.1	-1.3	1.2	i	37.1	-0.1
45	CCOc1ccc(/C=N/Nc2ccccn2)cc1	-2.8	-0.3	0.7	nt	15.8	-9.2	0.0	i	15.4	-0.9

No.	compound	Anthrax LF prot	PfHsp40 yeast	SARS 3CLpro inh	SSB-PriA inh	CCHF vOTU inh	Y pestis TopoI	TcdB GH inh	Vc quorum ag	DUSP3 inh	BoNT A protease
46	Cc1ccnc(NC(=O)CCc2c(C)nc3ncnn3c2C)c1	-2.3	-0.1	-1.1	-8.0	-5.3	6.5	nt	-5.9	43.0	0.6
47	Fc1ccc(Cn2nnnc2CN2CCc3ccccc3C2)cc1	-0.6	0.6	4.7	-29.9	3.4	-1.3	nt	4.5	11.9	0.0
48	O=C(Nc1ccc(C(F)(F)F)cc1)c1cccn(Cc2ccc3c(c2)OC(F)(F)O3)c1=O	-1.0	6.1	-1.1	0.8	0.0	5.3	nt	1.4	31.1	0.5
49	COc1cc(/C=C2\SC(=S)N(Nc3ccccc3)C2=O)cc(OC)c1OC	19.4	2.0	2.3	35.3	4.5	-5.9	nt	i	16.5	26.0
50	O=C(OCCSCCOC(=O)C1CC=CCC1)C1CC=CCC1 (stereo not given)	-5.6	-1.6	nt	-35.2	6.2	31.5	7.3	i	nt	0.6
51	CCCCCCSc1nsc(NC(=O)CCC)n1	0.6	0.2	6.3	-0.1	4.8	-0.6	1.0	-0.3	-3.6	0.5
52	O=C(NCCCN1CCOCC1)C(=O)N/N=C/c1c2ccccc2cc2ccccc12	-0.1	-0.5	3.1	nt	0.1	15.0	nt	-0.7	4.5	1.1
53	CC1(c2nnnn2-c2ccc3c(c2)OCCO3)CCC(=O)N1CCCN1CCOCC1 (stereo not given)	0.6	nt	nt	nt	-7.5	nt	1.2	nt	nt	-0.5
54	COc1cc(NC(=O)c2ccc(C)cc2)c(OC)cc1NC(=O)CN1CCCCC1	-7.6	0.6	-4.8	16.2	11.4	1.5	nt	0.3	13.4	-0.4
55	COC(=O)C1=C(C)NC(=O)/C1=C\c1cc(C)n(-c2ccccc2C)c1C	-5.1	-0.2	4.8	4.6	7.5	-5.3	nt	-10.0	11.6	0.3
56	COc1ccc(N2CC(C(=O)OCC(=O)Nc3ccccc3C)CC2=O)cc1 (stereo not given)	1.4	-0.9	1.2	-8.3	2.2	4.0	0.4	-0.4	2.1	-3.1
57	C[C@H](CO)N1C[C@H](C)[C@@H](CN(C)C(=O)NC2CCCCC2)Oc2c(NC(=O)Nc3ccccc3)cccc2C1=O	-4.2	1.6	nt	3.4	8.4	7.6	0.0&6.9	i	nt	-0.3
58	O=C(NCc1ccccc1)C12CC3CC(CC(C3)C1)C2	-6.0	-0.4	-0.1	-4.1	0.8	-4.9	nt	i	43.0	-0.2
59	COc1ccc(Cl)cc1N(C)C(=O)CCNC(=O)Cn1cnc2ccccc2c1=O	1.5	-0.8	-3.4	-3.2	-6.7	4.3	nt	-1.0	10.7	1.8
60	CCCCC1C(=O)NN(c2ccccc2)C1=O (stereo not given)	-6.7	0.9	nt	-6.7	-10.9	7.6	-5.4	-3.3	nt	0.0

An excerpt. The share of hits here may be higher or lower than overall.
